# Screening data from PubChem BioAssay.
# NSD2 inh: NSD2 (human) methyltransferase inhibition; O96028; NSD2-SET H3K36me1 DELFIA fluorescence, biochemical; inhibition, % at 12.5 µM; actives 0.07% (n = 44,000); AID 624260; in the data active = inhibition above about 54%, passing the limit was not always enough; inconclusive = no clear call, values can overlap the other calls;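 also: inhibitors reduce the monomethyl H3K36 fluorescence signal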
# Numbers without * were called inactive; ? = inconclusive. An excerpt (hit frequency here may not be typical).
mol | NSD2 inh
Cc1noc(C)c1NC(=O)N(C)C[C@@H]1Oc2ncc(Br)cc2C(=O)N([C@H](C)CO)C[C@@H]1C | 1
Cc1noc(C)c1S(=O)(=O)Nc1ccc2c(c1)C(=O)N([C@H](C)CO)C[C@@H](C)[C@H](CN(C)Cc1ccc(C(=O)Nc3ccccc3N)cc1)O2 | -6
Cc1ccc(S(=O)(=O)Nc2ccc3c(c2)C(=O)N([C@@H](C)CO)C[C@H](C)[C@H](CN(C)C(=O)NC(C)C)O3)cc1 | 2
C[C@H](CO)N1C[C@H](C)[C@@H](CN(C)C)Oc2ncc(/C=C/c3ccccc3)cc2C1=O | 4
COc1ccc(C#Cc2cnc3c(c2)C(=O)N([C@@H](C)CO)C[C@@H](C)[C@H](CN(C)C(C)=O)O3)cc1 | 4
CCCC#Cc1cnc2c(c1)C(=O)N([C@H](C)CO)C[C@H](C)[C@H](CN(C)C(=O)c1cnccn1)O2 | 1
CCC(=O)N(C)C[C@@H]1Oc2ncc(C#CC(C)C)cc2C(=O)N([C@H](C)CO)C[C@@H]1C | 4
C[C@@H]1CN([C@@H](C)CO)C(=O)c2cc(-c3cncnc3)cnc2O[C@@H]1CN(C)Cc1ccc(F)cc1 | 0
COc1ccccc1NC(=O)N[C@@H]1C=C[C@@H](CC(=O)N[C@@H](C)c2ccccc2)O[C@@H]1CO | 0
C[C@H]1CN([C@@H](C)CO)C(=O)c2cccc(NC(=O)C3CCCCC3)c2O[C@@H]1CN(C)Cc1ccc(Cl)c(Cl)c1 | -3
COc1cccc(NC(=O)N(C)C[C@H]2Oc3cc(C#Cc4ccccc4)ccc3S(=O)(=O)N([C@H](C)CO)C[C@@H]2C)c1 | 6
COc1ccc(NC(=O)Nc2ccc3c(c2)C(=O)N([C@@H](C)CO)C[C@H](C)[C@H](CN(C)C(=O)Nc2ccc(OC)cc2)OCCCC[C@H](C)O3)cc1 | 8
C[C@@H]1CN([C@H](C)CO)C(=O)Cc2cc(NC(=O)c3ccncc3)ccc2O[C@H]1CN(C)Cc1ccc2c(c1)OCO2 | 1
C[C@H]1CN([C@@H](C)CO)C(=O)c2cc(NC(=O)Nc3ccc(F)cc3)ccc2O[C@@H]1CN(C)Cc1ccncc1 | -8
C[C@H](CO)N1C[C@H](C)[C@H](CN(C)C(=O)c2cccnc2)Oc2cc(C#CC3(O)CCCC3)ccc2S1(=O)=O | -1
CC(C)(C)OC(=O)N1CCC[C@H]1/C=N/NC(=O)c1ccccc1O | -1
CC(=O)N(C)C[C@H]1Oc2ncc(C#Cc3ccncc3)cc2C(=O)N([C@H](C)CO)C[C@@H]1C | 7
C[C@H](CO)N1C[C@H](C)[C@H](CN(C)Cc2ccccc2C(=O)O)OCc2cn(nn2)CCCC1=O | 4
C[C@H]1CN([C@@H](C)CO)C(=O)c2cccc(NC(=O)Nc3ccc(F)cc3)c2O[C@H]1CN(C)Cc1ccc(C(=O)O)cc1 | 1
CN(C)CC(=O)Nc1ccc2c(c1)[C@@H]1C[C@H](CC(=O)N3CCc4ccccc4C3)O[C@@H](CO)[C@@H]1O2 | -2
C/C=C/c1ccc2c(c1)O[C@@H](CN(C)C(=O)Cc1ccccc1)[C@@H](C)CN([C@H](C)CO)S2(=O)=O | 6
C[C@H]1CN([C@@H](C)CO)C(=O)c2cccc(N(C)C)c2O[C@@H]1CN(C)S(=O)(=O)c1cccs1 | 0
C[C@H]1CCCCO[C@@H](CN(C)C(=O)Nc2ccc3c(c2)OCO3)[C@@H](C)CN([C@@H](C)CO)C(=O)c2cc(NS(C)(=O)=O)ccc2O1 | -2
Cc1c(C(=O)Sc2ccccc2)sc2nc(C(F)(F)F)nn12 | -7
C[C@H]1CN([C@@H](C)CO)C(=O)c2cc(NS(C)(=O)=O)ccc2O[C@H]1CN(C)Cc1ccc(-c2ccccc2)cc1 | 3

# (continued)
mol | NSD2 inh
Cc1ccc(S(=O)(=O)N(C)C[C@H]2Oc3cc(C4=CCCC4)ccc3S(=O)(=O)N([C@@H](C)CO)C[C@H]2C)cc1 | 4
C[C@H]1CN([C@@H](C)CO)C(=O)c2cccc(NS(=O)(=O)c3ccccc3)c2O[C@H]1CN(C)Cc1ccc(Oc2ccccc2)cc1 | -3
C[C@@H]1CCCCO[C@H](CN(C)S(C)(=O)=O)[C@@H](C)CN([C@H](C)CO)C(=O)c2cc(NC(=O)Nc3cccc4ccccc34)ccc2O1 | -1
C[C@H]1CN([C@@H](C)CO)C(=O)c2cc(NS(=O)(=O)c3cn(C)cn3)ccc2O[C@H]1CN(C)CC1CCCCC1 | -3
C=CCOC(=O)C1=C[C@H](c2cn(C(C)=O)c3ccccc23)[C@@H](CCCO)[C@H](OCC)O1 | -6
C[C@@H]1CN([C@@H](C)CO)C(=O)c2cc(C#CC(C)(C)O)cnc2O[C@@H]1CN(C)C(=O)C1CCCCC1 | -2
COc1ccccc1-c1ccc2c(c1)O[C@H](CN(C)C(=O)c1ccccc1)[C@H](C)CN([C@@H](C)CO)S2(=O)=O | 3
Cc1noc(C)c1NC(=O)N[C@H]1C=C[C@@H](CC(=O)NCc2ccc(Cl)c(Cl)c2)O[C@@H]1CO | 4
C[C@@H]1CN([C@@H](C)CO)C(=O)c2cc(NS(=O)(=O)c3ccc(F)cc3)ccc2O[C@H]1CN(C)C(=O)Nc1ccc2c(c1)OCO2 | 5
Cc1noc(C)c1NC(=O)Nc1ccc2c(c1)C(=O)N([C@@H](C)CO)C[C@H](C)[C@H](CN(C)S(C)(=O)=O)O2 | 5
C[C@@H]1CCCCO[C@@H](CN(C)S(=O)(=O)c2cn(C)cn2)[C@H](C)CN([C@H](C)CO)C(=O)c2cc(NC(=O)C3CCCCC3)ccc2O1 | 0
CNC[C@H]1OCCCC[C@@H](C)Oc2ccc(NC(=O)NC(C)C)cc2C(=O)N([C@H](C)CO)C[C@H]1C | -1
C[C@H](CO)N1C[C@H](C)[C@@H](CN(C)C(=O)Cc2ccccn2)Oc2ncc(-c3ccccc3)cc2C1=O | -3
C[C@@H]1CN([C@@H](C)CO)S(=O)(=O)c2ccc(C#CC(C)(C)O)cc2O[C@H]1CN(C)Cc1ccncc1 | -6
O=C(C[C@H]1C[C@@H]2c3cc(NC(=O)CC4CC4)ccc3O[C@@H]2[C@@H](CO)O1)NCCN1CCCCC1 | 4
CCCC#Cc1ccc2c(c1)O[C@@H](CN(C)C(C)=O)[C@H](C)CN([C@@H](C)CO)S2(=O)=O | 3
O=C(NCc1ccccc1)C(c1ccccc1)N(Cc1ccccc1)C(=O)Cc1ccccc1 (stereo not drawn) | 1
CC(C)NC(=O)N(C)C[C@@H]1OCCCC[C@H](C)Oc2ccc(NC(=O)NC3CCCCC3)cc2C(=O)N([C@H](C)CO)C[C@@H]1C | 2
C[C@@H]1CN([C@H](C)CO)C(=O)Cc2cc(NS(=O)(=O)c3ccc(Cl)cc3)ccc2O[C@@H]1CN(C)C(=O)Nc1ccccc1 | 0
CC(C)NC(=O)Nc1ccc2c(c1)C(=O)N([C@@H](C)CO)C[C@@H](C)[C@H](CN(C)S(=O)(=O)c1cn(C)cn1)OCCCC[C@@H](C)O2 | -1
C[C@@H]1CCCCO[C@@H](CN(C)CC2CC2)[C@H](C)CN([C@H](C)CO)C(=O)c2cc(NS(=O)(=O)c3ccccc3)ccc2O1 | 7
O=C(Nc1ccncc1)c1cc([N+](=O)[O-])ccc1Cl | 5
C[C@H](CO)N1C[C@H](C)[C@@H](CN(C)Cc2ccccc2)Oc2ccc(NC(=O)CCN3CCOCC3)cc2CC1=O | -4
Cc1ccc(S(=O)(=O)Nc2ccc3c(c2)C(=O)N([C@@H](C)CO)C[C@H](C)[C@@H](CN(C)Cc2ccccc2)O3)cc1 | 3
C[C@@H]1CCCCO[C@H](CN(C)C(=O)Cc2ccccc2)[C@@H](C)CN([C@@H](C)CO)C(=O)c2cc(NS(=O)(=O)c3cn(C)cn3)ccc2O1 | 1

# Overlap with the part before: 2 compounds, then new ones.
mol | NSD2 inh
Cc1ccc(S(=O)(=O)Nc2ccc3c(c2)C(=O)N([C@@H](C)CO)C[C@H](C)[C@@H](CN(C)Cc2ccccc2)O3)cc1 | 3
C[C@@H]1CCCCO[C@H](CN(C)C(=O)Cc2ccccc2)[C@@H](C)CN([C@@H](C)CO)C(=O)c2cc(NS(=O)(=O)c3cn(C)cn3)ccc2O1 | 1
C/C=C/c1ccc2c(c1)O[C@@H](CN(C)C(=O)Nc1ccc(C(F)(F)F)cc1)[C@H](C)CN([C@H](C)CO)S2(=O)=O | -7
C[C@@H]1CCCCO[C@@H](CN(C)CC2CC2)[C@H](C)CN([C@@H](C)CO)C(=O)c2cc(NC(=O)c3ccccc3)ccc2O1 | 5
COc1ccc(S(=O)(=O)N(C)C[C@@H]2Oc3ccc(NC(=O)Cc4cn(C)c5ccccc45)cc3CC(=O)N([C@@H](C)CO)C[C@@H]2C)cc1 | -1
C[C@@H]1CN([C@@H](C)CO)C(=O)c2cccc(NC(=O)C3CCOCC3)c2O[C@H]1CN(C)S(=O)(=O)c1ccc(Cl)cc1 | 2
C[C@H](CO)N1C[C@H](C)[C@@H](CN(C)C(=O)NC2CCCCC2)Oc2ccc(NC(=O)CCN3CCOCC3)cc2C1=O | -2
C[C@@H]1CN([C@H](C)CO)C(=O)c2cc(NC(=O)NC3CCCCC3)ccc2O[C@@H](C)CCCCO[C@H]1CN(C)S(=O)(=O)c1ccccc1 | -1
COCC#Cc1cnc2c(c1)C(=O)N([C@@H](C)CO)C[C@@H](C)[C@@H](CN(C)Cc1ccc(F)cc1)O2 | 4
O=C(O)C[C@@H]1C[C@@H]2c3cc(NC(=O)c4ccc5c(c4)OCO5)ccc3O[C@@H]2[C@@H](CO)O1 | 8
C[C@@H]1CN([C@@H](C)CO)C(=O)Cc2cc(NC(=O)Cc3cn(C)c4ccccc34)ccc2O[C@H]1CN(C)S(=O)(=O)c1cn(C)cn1 | ?
C[C@H](CO)N1C[C@H](C)[C@H](CN(C)C(=O)C2CCCCC2)Oc2ncc(/C=C/c3ccccc3)cc2C1=O | -3
C[C@@H]1CCCCO[C@@H](CN(C)CC2CC2)[C@H](C)CN([C@H](C)CO)C(=O)c2cc(NC(=O)Nc3ccc(C(F)(F)F)cc3)ccc2O1 | 20
C[C@@H]1CN([C@H](C)CO)S(=O)(=O)c2ccc(C#CC3CCCCC3)cc2O[C@@H]1CN(C)C(=O)Cc1ccncc1 | 1
C[C@@H]1CN([C@H](C)CO)C(=O)c2cccc(NC(=O)Nc3ccc(C(F)(F)F)cc3)c2O[C@H]1CN(C)Cc1ccc(C(F)(F)F)cc1 | 1
C[C@H]1CN([C@@H](C)CO)S(=O)(=O)c2ccc(C#CC3CCCC3)cc2O[C@H]1CN(C)C(=O)Nc1cc(F)ccc1F | 1
C[C@H](CO)N1C[C@H](C)[C@@H](CN(C)C(=O)Nc2ccc3c(c2)OCO3)Oc2ccc(NC(=O)Cn3cnnn3)cc2CC1=O | 1
C[C@H](CO)N1C[C@H](C)[C@@H](CN(C)S(=O)(=O)c2cccs2)OCCCC[C@H](C)Oc2ccc(NC(=O)c3ccncc3)cc2C1=O | -1
CC(=O)Nc1ccc(S(=O)(=O)Nc2ccc([N+](=O)[O-])cc2)cc1 | -4
COc1ccc(S(=O)(=O)N[C@@H]2C=C[C@H](CC(=O)N3CCc4ccccc4C3)O[C@H]2CO)cc1 | -1
C[C@@H]1Cc2c(O)c(O)cc(O)c2C(=O)O1 | 6
C[C@@H]1CN([C@H](C)CO)C(=O)c2cc(NS(=O)(=O)c3cccs3)ccc2O[C@@H](C)CCCCO[C@@H]1CN(C)S(=O)(=O)c1ccc(F)cc1 | -5
CC(C)NC(=O)Nc1ccc2c(c1)CC(=O)N([C@H](C)CO)C[C@H](C)[C@H](CN(C)Cc1ccc(C(=O)Nc3ccccc3N)cc1)O2 | 7
Cc1noc(C)c1NC(=O)N(C)C[C@@H]1Oc2ccc(NS(=O)(=O)c3ccc(F)cc3)cc2CC(=O)N([C@@H](C)CO)C[C@H]1C | -5
CC(C)CC#Cc1ccc2c(c1)O[C@@H](CN(C)Cc1ccc(F)cc1)[C@@H](C)CN([C@H](C)CO)S2(=O)=O | -11
CCCC#Cc1cnc2c(c1)C(=O)N([C@@H](C)CO)C[C@H](C)[C@H](CN(C)C(=O)NCCC)O2 | ?
CCCC#Cc1cnc2c(c1)C(=O)N([C@H](C)CO)C[C@@H](C)[C@@H](CN(C)Cc1ccncc1)O2 | 0

# Looked up by structure from the list above, 2 records:
mol | NSD2 inh
C[C@@H]1CN([C@H](C)CO)C(=O)c2cccc(NC(=O)Nc3ccc(C(F)(F)F)cc3)c2O[C@H]1CN(C)Cc1ccc(C(F)(F)F)cc1 | 1
C[C@@H]1CCCCO[C@@H](CN(C)CC2CC2)[C@H](C)CN([C@H](C)CO)C(=O)c2cc(NC(=O)Nc3ccc(C(F)(F)F)cc3)ccc2O1 | 20

# Returning to the listing, repeating the two entries before the break.
mol | NSD2 inh
CCCC#Cc1cnc2c(c1)C(=O)N([C@@H](C)CO)C[C@H](C)[C@H](CN(C)C(=O)NCCC)O2 | ?
CCCC#Cc1cnc2c(c1)C(=O)N([C@H](C)CO)C[C@@H](C)[C@@H](CN(C)Cc1ccncc1)O2 | 0
C[C@@H]1CCCCO[C@@H](CN(C)S(=O)(=O)c2cn(C)cn2)[C@@H](C)CN([C@H](C)CO)C(=O)c2cc(NC(=O)CCC(F)(F)F)ccc2O1 | 2
C[C@@H]1CN([C@@H](C)CO)C(=O)Cc2cc(NS(=O)(=O)c3cn(C)cn3)ccc2O[C@H]1CN(C)C(=O)Nc1cccc2ccccc12 | 5
C[C@H](CO)N1C[C@H](C)[C@H](CN(C)Cc2ccncc2)Oc2c(NC(=O)C3CCCCC3)cccc2C1=O | 0
C/C=C/c1ccc2c(c1)O[C@@H](CN(C)C(=O)Nc1ccc(F)cc1)[C@H](C)CN([C@H](C)CO)S2(=O)=O | -5
CC(C)CC#Cc1ccc2c(c1)O[C@@H](CN(C)C(=O)Nc1ccccc1F)[C@@H](C)CN([C@@H](C)CO)S2(=O)=O | -11
C[C@H](CO)N1C[C@H](C)[C@H](CN(C)S(=O)(=O)c2cccs2)OCCCC[C@H](C)Oc2ccc(NS(=O)(=O)c3cccs3)cc2C1=O | -4
